# Screening results from PubChem BioAssay.
# PKA-R2B activ: PKA-R2B complex activation. activation, % at 11.4 µM. hit rate 0.079% among 340,000. PKA-R2B holoenzyme dissociation, Cy5-IP20 fluorescence polarization; R2B truncated from residue 108, S112A mutant; 0% DMSO only, 100% 113 µM cGMP;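 active = activation above a cutoff set at the mean over all compounds plus 3 SD, cut at about 18% in these data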;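 also: higher means more holoenzyme dissociation and a rise in polarization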
# Target sequence (P31323 whole entry, looked up, other chains not shown, the tested form may be a part): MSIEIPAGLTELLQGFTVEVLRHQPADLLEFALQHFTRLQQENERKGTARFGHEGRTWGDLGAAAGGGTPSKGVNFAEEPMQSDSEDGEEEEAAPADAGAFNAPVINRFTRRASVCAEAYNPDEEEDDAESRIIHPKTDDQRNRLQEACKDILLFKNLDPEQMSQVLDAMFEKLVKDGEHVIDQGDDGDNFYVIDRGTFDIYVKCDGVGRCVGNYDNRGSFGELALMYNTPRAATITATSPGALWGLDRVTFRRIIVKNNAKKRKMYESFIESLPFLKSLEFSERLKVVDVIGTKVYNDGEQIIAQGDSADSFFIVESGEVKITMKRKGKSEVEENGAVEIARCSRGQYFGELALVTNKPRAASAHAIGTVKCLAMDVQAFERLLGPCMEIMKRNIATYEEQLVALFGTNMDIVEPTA
# LANA DNA inh: blocks KSHV LANA C-terminal domain binding to DNA; MBP-C-LANA/FAM-LBS DNA binding, fluorescence polarization; inhibition, % at 9 µM; hit rate 0.078% among 340,000; AID 504423;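 active = highest replicate inhibition at or above 60% at 9 µM, even if other replicates fall short; inactive = all replicates below 60% inhibition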;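 also: 0% = neutral control wells and 100% = 4 µM acridine orange control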
# Rtt109 Vps75: blocks Candida albicans Rtt109/Vps75 acetyltransferase activity; purified Rtt109/Vps75, ThioGlo CoA-SH fluorescence, 4 h; Q5AAJ8; inhibition, % at 34.9 µM; AID 540336; hit rate 0.16% among 330,000;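 active = inhibition of at least 50% in every replicate; inconclusive = best replicate reaches 50% inhibition but some replicates fall short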
# DAGLB inh: diacylglycerol lipase beta (human) inhibition; HEK293T DAGLB membrane lysate, EnzChek fluorogenic substrate; inhibition, % at 5.17 µM; hit rate 0.059% among 340,000; AID 504411; in the data active = inhibition above about 34%;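 also: 0% = enzyme with vehicle and 100% = wells lacking enzyme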
# Target sequence (Q8NCG7 whole entry, looked up): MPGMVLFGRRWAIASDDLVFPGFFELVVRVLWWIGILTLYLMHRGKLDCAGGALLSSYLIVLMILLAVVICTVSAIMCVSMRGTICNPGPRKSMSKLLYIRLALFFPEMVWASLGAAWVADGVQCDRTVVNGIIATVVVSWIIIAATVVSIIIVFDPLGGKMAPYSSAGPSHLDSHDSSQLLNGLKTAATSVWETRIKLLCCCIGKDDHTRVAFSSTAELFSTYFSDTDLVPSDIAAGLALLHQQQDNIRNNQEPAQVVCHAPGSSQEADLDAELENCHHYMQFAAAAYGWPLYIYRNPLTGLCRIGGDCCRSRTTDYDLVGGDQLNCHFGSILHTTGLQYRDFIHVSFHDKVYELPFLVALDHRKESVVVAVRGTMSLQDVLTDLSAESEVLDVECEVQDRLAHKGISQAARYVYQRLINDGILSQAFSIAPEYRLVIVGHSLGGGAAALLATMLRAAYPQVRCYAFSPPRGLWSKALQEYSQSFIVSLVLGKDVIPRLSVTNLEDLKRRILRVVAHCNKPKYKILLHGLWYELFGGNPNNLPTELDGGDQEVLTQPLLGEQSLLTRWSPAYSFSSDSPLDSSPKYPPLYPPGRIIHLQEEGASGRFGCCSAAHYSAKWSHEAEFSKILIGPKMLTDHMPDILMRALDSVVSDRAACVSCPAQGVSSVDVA
# Keap1-Nrf2 PPI: Keap1-Nrf2 (human) interaction inhibition. inhibition, % at 9.4 µM. Q14145. Keap1 Kelch-Nrf2 peptide fluorescence polarization, 1536-well. hit rate 0.15% among 340,000; in the data active = inhibition above about 12%; inconclusive = no clear call, values can overlap the other calls; inactive = below about 7.3%;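 also: human Keap1 Kelch domain with fluorescein labeled Nrf2 9mer peptide probe; 0% = neutral control wells and 100% = peptide positive control; higher means more block of Keap1 binding to Nrf2 peptide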
# SR-BI DiI-HDL act: activators of SR-BI mediated HDL lipid uptake. CHO ldlA[mSR-BI] cells, DiI-HDL uptake fluorescence, 3 h; 100 = double the neutral-control signal. AID 504775. hit rate 0.096% among 320,000. activation, % at 12.5 µM;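 active = mean replicate activation of at least 60% and every replicate at or above 60%; inconclusive = mean or all-replicate condition met, but not both; inactive = mean below 60% and not all replicates reaching 60%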;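 also: 0% = median plate neutral-control signal and 100% = twice that signal; values of inactives mirror those of a sister screen read the other way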
#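 Material: SR-BI-overexpressing, LDLR-lacking CHO cells; schedule: compound exposure 3 h, 37 °C; reagent: DiI-labelled HDL at 10 µg/mL final; technique: bottom-read fluorescence, 550/595 nm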
# CAL PDZ FP-1: inhibitors of human CAL PDZ peptide binding | inhibition, % at 20 µM | Q9HD26 | purified CAL PDZ, TMR-peptide fluorescence polarization, 1 h | AID 504414 | hit rate 0.02% among 330,000;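 active = highest replicate inhibition of at least 40%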;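 also: plate controls were DMSO neutral control wells for no effect and unlabeled competitor peptide control wells for full effect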
#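 System: purified tagged CAL PDZ domain construct (CerCALP). Schedule: 1 h incubation at room temperature before polarization reading. Medium: 25 mM sodium phosphate pH 7.4, 150 mM NaCl, TCEP, IgG, Thesit. Read-out: percent inhibition from loss of millipolarization. Measured by: FP readout, S and P plane fluorescence. Probe or stimulus: fluorescent TMR peptide probe.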
# Cardiac RTF inh: cardiac RTF calcium desensitization. hit rate 0.12% among 340,000. IANBD-labeled cardiac RTF, Ca2+ fluorescence. P19429+P45379. inhibition, % at 7.15 µM;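 active = inhibition above the mean inhibition of all tested compounds plus 3 SD, cut at about 17% in these data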;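 also: assay run at fixed EC70 calcium of 1.6 mM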
# RTF Ca sens act: increases calcium sensitivity of human cardiac regulated thin filaments; AID 493008; hit rate 0.24% among 340,000; P19429+P45379; IANBD-labeled TnC RTF fluorescence at EC20 calcium; 0% EC20 calcium, 100% full calcium; activation, % at 7.2 µM;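 active = activation above the mean over all tested compounds plus 3 SD, cut at about 30% in these data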;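 also: rise in fluorescence read as greater calcium sensitivity of cardiac thin filaments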
# CAL PDZ FP-2: inhibitors of human CAL PDZ peptide binding. Q9HD26. purified CAL PDZ, TMR-peptide fluorescence polarization, 1 h. inhibition, % at 24.9 µM. hit rate 0.92% among 300,000. AID 602252;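 active = mean inhibition of at least 30% with at least half of replicates also reaching 30%; inconclusive = no clear call, values can overlap the other calls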;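 also: 0% = DMSO neutral control and 100% = excess unlabeled competitor peptide PRC23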
# Numbers without * were called inactive; ? = inconclusive; / = no result given.
SMILES,PKA-R2B activ,LANA DNA inh,Rtt109 Vps75,DAGLB inh,Keap1-Nrf2 PPI,SR-BI DiI-HDL act,CAL PDZ FP-1,Cardiac RTF inh,RTF Ca sens act,CAL PDZ FP-2
O=C(CCNC(=O)c1ccc(Br)o1)NC1CCCC1,4,0.6,8,-1,2,1,-1.4,3,2,-26
COc1cc2nc(CN(C)Cc3ccc(SC)cc3)[nH]c(=O)c2cc1OC,4,-1.1,-11,-2,-2,-5,-1.0,-3,6,-1
O=C(COC(=O)/C=C/c1ccc(Cl)cc1)NCCc1ccccc1,7,0.1,-1,-3,0,29,-1.4,-1,-9,-2
O=C(CN1CCN(c2ccccn2)CC1)Nc1ccccc1F,-2,0.2,-11,-3,-3,22,-0.6,-5,1,-5
CC[n+]1c(C)sc2cc(C)ccc21,5,1.0,85*,-2,-15,7,-1.9,4,5,-1
CCCCNc1cc(C)oc(=O)c1C(C)=O,-1,-0.9,1,0,-5,18,-2.0,-3,1,0
O=C(Nc1nncs1)C12CC3CC(CC(C3)C1)C2,5,-2.8,2,-1,-5,21,/,-11,10,-2
COc1ccc(C2C(C(=O)c3cccs3)=C(O)C(=O)N2c2nnc(C)s2)cc1OC (centres undefined),-2,42,18,-7,?,9,-3.3,-71,80*,-3
CCN(C(=O)COC(=O)CSc1ccc(C(N)=O)cc1[N+](=O)[O-])C1CCCCC1,-7,-1.3,1,1,-4,13,-2.3,1,-2,-2
CN(Cc1cccc(Cl)c1Cl)CC(O)COc1ccccc1 (centres undefined),-4,1.1,-4,-24,2,/,-0.4,-8,-3,-1
COc1ccc(CNC(=O)C2CC(c3ccc(OC)cc3)=NO2)cc1 (centres undefined),10,0.6,0,2,-1,0,/,6,-2,-2
COc1ccc(OC)c(S(=O)(=O)Nc2ccccc2C(=O)N2CCCCC2)c1,0,0.4,6,1,2,-4,-0.6,-29,4,-3
CCCC1(C(=O)OC)NC(c2ccc(OC)c(OC)c2)C2C(=O)N(c3ccc4c(c3)OCO4)C(=O)C21 (centres undefined),7,0.8,10,-3,-5,21,-0.4,1,4,0
O=C(NS(=O)(=O)c1ccc(Cl)s1)c1ccccc1,0,-0.1,0,2,2,9,-0.9,3,3,-2
O=[N+]([O-])c1cccc(OCCN2CCC(Cc3ccccc3)CC2)c1,-5,-2.0,-6,-2,0,18,-1.6,6,-1,3
Cc1sc2nc(COC(=O)C(NC(=O)c3ccc(Cl)cc3Cl)C(C)C)[nH]c(=O)c2c1C (centres undefined),-1,-1.1,-8,0,-5,1,0.2,-11,3,4
CCc1ccc(NS(=O)(=O)c2c(C)nc3sc(CC)nn3c2=O)cc1,-13,-0.7,3,1,-3,4,-0.5,-8,-4,/
NCCCC[C@H]1CNC(=O)C(=O)N1CCC12CC3CC(CC(C3)C1)C2,-17,0.9,1,2,3,16,-0.4,-11,2,-2
CC1CCc2c(sc3nc(C(C)(C)C)nc(N4CCN(C(=O)CCl)CC4)c23)C1 (centres undefined),-12,-2.0,-1,9,1,-50,-0.8,-2,1,1
COc1ccc(S(=O)(=O)n2oc(=O)cc2-c2ccccc2)cc1,-2,-0.5,13,0,-1,5,-0.8,-9,-4,4
CCn1c(COc2ccccc2C)nnc1SCC(=O)CC(=O)Nc1ccccc1OC,6,-2.7,-8,5,0,-11,-0.8,-3,-2,0
Cc1ccccc1CSc1nc(-c2ccccc2)cc(=O)[nH]1,-4,1.1,-8,-1,-4,8,-1.9,-5,-2,-4
O=S(=O)(Nc1cc(S(=O)(=O)N2CCOCC2)ccc1O)c1ccc2c(c1)OCCCO2,-2,-0.2,4,4,-10,2,-3.4,-6,0,-6
CCOc1ccc(-c2noc(=O)[nH]2)cc1,1,-0.7,-6,-1,-44,-13,1.0,4,-1,2
COc1ccc(C(=O)N/C(=C\c2ccccc2)C(=O)Nc2cccc(C(=O)O)c2)cc1,-7,0.1,-1,-5,-2,16,-1.2,-7,-4,-4

# Among those listed so far, these have an aryl thioether with sulfur outside any ring.
SMILES,PKA-R2B activ,LANA DNA inh,Rtt109 Vps75,DAGLB inh,Keap1-Nrf2 PPI,SR-BI DiI-HDL act,CAL PDZ FP-1,Cardiac RTF inh,RTF Ca sens act,CAL PDZ FP-2
COc1cc2nc(CN(C)Cc3ccc(SC)cc3)[nH]c(=O)c2cc1OC,4,-1.1,-11,-2,-2,-5,-1.0,-3,6,-1
CCN(C(=O)COC(=O)CSc1ccc(C(N)=O)cc1[N+](=O)[O-])C1CCCCC1,-7,-1.3,1,1,-4,13,-2.3,1,-2,-2
CCn1c(COc2ccccc2C)nnc1SCC(=O)CC(=O)Nc1ccccc1OC,6,-2.7,-8,5,0,-11,-0.8,-3,-2,0
Cc1ccccc1CSc1nc(-c2ccccc2)cc(=O)[nH]1,-4,1.1,-8,-1,-4,8,-1.9,-5,-2,-4

# (continued)
SMILES,PKA-R2B activ,LANA DNA inh,Rtt109 Vps75,DAGLB inh,Keap1-Nrf2 PPI,SR-BI DiI-HDL act,CAL PDZ FP-1,Cardiac RTF inh,RTF Ca sens act,CAL PDZ FP-2
NS(=O)(=O)c1ccc(O)c(NC(=O)c2ccc([N+](=O)[O-])o2)c1,-6,-0.2,0,3,0,/,0.8,-4,-2,-4
COc1ccccc1N1CCN(C(=O)c2c(-c3c(Cl)cccc3Cl)noc2C)CC1,-4,3.3,-14,-1,-2,8,-0.6,4,-1,-7
O=C(N/C=C/c1ccccc1)Nc1ccc(Cl)cc1,-14,12,4,2,-1,-5,-1.1,0,-2,2
COc1cccc(-c2sc3ccc(OC)cc3c2-c2ccc(OCCN(C)C)cc2)c1,-8,0.3,10,-5,0,2,-1.2,-2,-3,-2
COc1ccc(NC(=O)CN(Cc2ccccc2)S(C)(=O)=O)cc1OC,-3,2.4,-9,2,-3,14,-1.5,-13,0,-5
COC(=O)c1coc(-c2ccc(C)cc2)c1C(=O)OC,-10,-1.5,4,-4,-3,7,/,1,0,-2
CCn1cc(C2N3CC4(C)CN2CC(C)(C3)C4=O)c2ccccc21 (centres undefined),-6,-0.5,6,1,-4,-15,-0.1,-1,5,/
O=C1NC2(CCCCC2)Oc2ccccc21,-1,0.6,18,-1,-3,6,-0.7,-17,4,-3
Fc1ccc(CNCc2ccccc2Cl)cc1,3,-0.9,1,2,3,5,-1.0,-5,0,0
O=C(CCN1C(=O)c2ccccc2C1=O)Nc1sc2c(c1C(=O)NCc1ccco1)CCCC2,4,1.2,-8,-1,2,-50,-0.7,-9,3,0
Cc1nnc(SCC(=O)N(CC(C)C)c2c(N)n(Cc3ccccc3)c(=O)[nH]c2=O)n1N,-5,-1.2,1,1,2,18,-1.0,-5,-8,-2
O=C(Cn1nnc2c(cnn2-c2ccc(F)cc2)c1=O)c1ccccc1F,-9,-1.2,12,-3,-3,21,/,7,-7,-3
CCOC(=O)CN(C#N)c1nc(N(C)C)nc(N(C)C)n1,10,-1.3,2,-2,0,/,0.0,-4,-1,6
COc1cc(O)c2c(=O)cc(-c3ccccc3)oc2c1,-8,-0.4,-3,-14,-1,-55,-1.1,6,-5,4
COc1ccc(C(=O)NNC(=O)COc2ccc(Cl)cc2)c(OC)c1,-3,1.4,-9,1,0,24,-2.7,-7,-4,0
N#C/C(=C/c1ccccc1OCc1ccc(F)cc1)c1ccc(C(=O)O)cc1,8,0.2,15,4,-8,-11,-1.0,0,-1,/
CCN1CCN(C(=O)c2cc3cc([N+](=O)[O-])ccc3oc2=O)CC1,-6,0.3,6,0,-5,/,-2.0,-2,-2,-2
COc1ccc(N2CCN(C(=O)c3ccc(Cn4nc(C)c([N+](=O)[O-])c4C)o3)CC2)cc1,6,0.8,0,1,-7,-7,0.1,-1,-1,/
CCS(=O)(=O)CCn1c([N+](=O)[O-])cnc1C,-4,2.5,9,0,-7,27,-0.7,-14,6,-4
COC(=O)C1=C(C)N(Cc2ccco2)C(=O)/C1=C\c1ccc([N+](=O)[O-])cc1,-8,0.5,15,8,-15,-19,0.9,-12,4,0
COc1ccc(NC(=S)NC(NC(=O)c2ccccc2Cl)C(Cl)(Cl)Cl)c([N+](=O)[O-])c1 (centres undefined),2,-0.5,9,7,0,-15,-0.4,1,1,4
O=C(Cn1cnc([N+](=O)[O-])n1)c1ccccc1,1,0.9,1,-3,2,-1,0.3,0,-3,-1
COc1cc(C(=O)Nc2ccc(-c3nnc(-c4ccco4)o3)cc2)cc(OC)c1OC,-8,0.6,1,3,1,-47,-6.5,-1,0,-3
Cc1nnc(NC(=O)CC(NC(=O)C(F)(F)F)c2ccccc2)s1 (centres undefined),-11,0.4,-2,4,-5,9,-1.8,-11,-7,-1
Cc1ccc(CC(=O)N2CCN(c3ccc([N+](=O)[O-])cc3)CC2)cc1,2,-0.6,8,-2,4,-13,-1.0,-1,-8,1
CCOCc1c(C(=O)NC2CCCCCC2)oc2ccccc12,4,0.0,0,-5,3,-6,-1.1,-8,4,/
CCOc1ccc(CNC(=O)c2ccc(Sc3ccc(C)cc3)c(NC(C)=O)c2)cc1OC,3,0.1,6,-3,0,-29,-0.8,3,3,-1
O=C(/C=C/c1ccc2c(c1)OCO2)N1CCOCC1,-9,1.6,-4,-3,-3,3,/,1,-1,-2
CCCC(=O)NC(c1ccc(N(C)C)cc1)c1c(O)ccc2ccccc12 (centres undefined),-11,0.4,11,0,2,-66,-3.0,1,-12,5

# Rtt109 Vps75: hit marks shown above.
SMILES	PKA-R2B activ	LANA DNA inh	Rtt109 Vps75	DAGLB inh	Keap1-Nrf2 PPI	SR-BI DiI-HDL act	CAL PDZ FP-1	RTF Ca sens act	CAL PDZ FP-2
CC[n+]1c(C)sc2cc(C)ccc21	5	1.0	85*	-2	-15	7	-1.9	5	-1

# Single values from the results shown.
# CAL PDZ FP-2, `NS(=O)(=O)c1ccc(O)c(NC(=O)c2ccc([N+](=O)[O-])o2)c1` : -4
# RTF Ca sens act, `O=C(Cn1nnc2c(cnn2-c2ccc(F)cc2)c1=O)c1ccccc1F` : -7
# DAGLB inh, `COc1ccc(NC(=S)NC(NC(=O)c2ccccc2Cl)C(Cl)(Cl)Cl)c([N+](=O)[O-])c1` (centres undefined) : 7
# LANA DNA inh, `CCN1CCN(C(=O)c2cc3cc([N+](=O)[O-])ccc3oc2=O)CC1` : 0.3
